tuberculosis growth – growth inhibition of non-replicating M. tuberculosis (AID 488890) | one-dose inhibition, % at 25 µM; IC50 in µM for titrated hits | Mycobacterium tuberculosis non-replicating, growth inhibition; higher % means a stronger effect | 320,000 tested, 0.39% active; in the data active = a potency from the dose series; inconclusive = inhibition mostly from about 82% at the one dose, without a potency; inactive = the rest, 99 in 100 with inhibition below about 76%;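 note: plate controls were DMSO cells for no effect and high antibiotic wells for full effect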
H37Rv inhibition – M. tuberculosis growth inhibition, HTS (AID 449762). 330,000 tested, 0.59% active. M. tuberculosis H37Rv growth inhibition, 7H9 media; higher % means a stronger effect. one-dose inhibition, % at 25 µM; IC50 in µM for titrated hits; in the data active = a potency from the dose series; inconclusive = inhibition above about 70% without an active follow-up result;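 note: bacterial growth assessed after seven days of incubation; strong numbers were not always called active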
VEEV TC-83 Vero – inhibitors of VEEV TC-83 cytopathic effect, confirmation, Vero cells (AID 588727); Vero cells, VEEV TC-83 cytopathic effect inhibition; higher % means a stronger effect; inhibition, % at 20 µM; hits with a dose series show IC50 in µM; 350,000 tested, 0.13% active; in the data active = a potency from the dose series; inconclusive = inhibition mostly from about 14% at the one dose, without a potency; inactive = the rest, 99 in 100 with inhibition below about 12%; note: strong numbers were not always called active
PhoP GFP inhibition – PhoP regulon inhibitors, Salmonella typhi PhoP promoter GFP reporter, confirmatory (AID 1850). 310,000 tested, 0.33% active. Salmonella Typhi PhoP-promoter GFP reporter, fluorescence, 4 h; higher % means a stronger effect. inhibition, % at 50 µM; hits with a dose series show IC50 in µM; in the data active = a potency from the dose series; inconclusive = inhibition mostly from about 25% at the one dose, without a potency; inactive = the rest, 99 in 100 with inhibition below about 19%;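 note: 0% = induced wells with vehicle and 100% = uninduced wells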
H1N1 NS1A inhibition – H1N1 influenza NS1A inhibitors, functional cell based assay (AID 504329) | NS1A functional cell-based assay, percent inhibition; higher % means a stronger effect | inhibition, % at 12.5 µM, or IC50 in µM where a hit was titrated | 340,000 tested, 0.3% active; in the data active = a potency from the dose series; inconclusive = inhibition above about 27% without an active follow-up result; note: strong numbers were not always called active
VEEV TC-83 Vero 10K pilot screen – also measured in VEEV TC-83 Vero; calls as there; inhibition, %; measured here: 10K pilot screen inhibition
Active calls of the source: *; i = inactive; u = inconclusive; x = no result given.

SMILES | tuberculosis growth | H37Rv inhibition | VEEV TC-83 Vero | PhoP GFP inhibition | H1N1 NS1A inhibition | others
Cc1ccc(S(=O)(=O)NC(=O)Nc2c(C)n(C)n(-c3ccccc3)c2=O)cc1 | -15% | -1% | 0.2% | -3% | 4%
COc1ccc2c(c1)[nH]c1c(=O)n(CCN3CCCC3)cnc12 | -3% | 3% | 1.0% | 8% | 11%
CCCCc1ccc(-c2ccc(C)cc2O)nc1 | 35% | 1% | 2.4% | -6% | 3%
NC(=O)C(C1=CCCCC1)c1ccccc1 (centres undefined) | x | x | 1.6% | x | 0%
CN(CC(=O)Nc1ccc(F)cc1)C(=O)CSc1ncccn1 | -18% | -9% | 0.5% | -1% | -10%
Cc1ccc(C2=NS(=O)(=O)N(C)C(C(=O)NC(C)c3ccccc3)=C2)cc1 (centres undefined) | 4% | -8% | 1.9% | -8% | 1% | VEEV TC-83 Vero 10K pilot screen=2.5
N#Cc1ccsc1NC(=O)CN1CCN(S(=O)(=O)c2cc(Cl)ccc2Cl)CC1 | 31% | -3% | 4.4% | -7% | 0%
CCOCCCNC(=O)CS(=O)(=O)Cc1nc(-c2cccc(OC)c2)oc1C | 2% | -2% | i | -6% | 1%
Cc1ccc(NC(=O)N2CCC(C(N)=O)CC2)cc1 | -12% | -3% | 1.2% | -2% | -12%
O=C(Nc1ccccc1Oc1ccccc1)C1CCCC1 | 71% | 3% | i | -8% | 1%
CCCCn1c(N)c(N(CC)C(=O)c2cccc(C)c2)c(=O)[nH]c1=O | -1% | 1% | 1.7% | -18% | -4%
CCOC(=O)C1=C(C)NC(=O)C(C(N)=O)C1c1ccccc1 (centres undefined) | -5% | -2% | i | -5% | 2%
CC1(C)NC(=O)N(CCCOc2ccc3c(c2)CCC3)C1=O | -3% | -12% | i | 2% | -5%
O=C(/C=C/Nc1ccc(S(=O)(=O)Nc2cnc3ccccc3n2)cc1)c1ccccc1 | 51% | -6% | 2.0% | 6% | 13%
S=c1[nH]nc(-c2cc3c(s2)-c2ccccc2CC3)o1 | 18% | 7% | 5.2% | 3% | -16%

Molecules above that contain two or more sulfur atoms (two):
SMILES | tuberculosis growth | H37Rv inhibition | VEEV TC-83 Vero | PhoP GFP inhibition | H1N1 NS1A inhibition | others
N#Cc1ccsc1NC(=O)CN1CCN(S(=O)(=O)c2cc(Cl)ccc2Cl)CC1 | 31% | -3% | 4.4% | -7% | 0%
S=c1[nH]nc(-c2cc3c(s2)-c2ccccc2CC3)o1 | 18% | 7% | 5.2% | 3% | -16%

Next part.
SMILES | tuberculosis growth | H37Rv inhibition | VEEV TC-83 Vero | PhoP GFP inhibition | H1N1 NS1A inhibition | others
COc1ccc(OC)c(NC(=O)CNC(=O)Cn2c(C)cc3ccccc3c2=O)c1 | 5% | 6% | 5.2% | -9% | 4%
CCN(C(=O)CN1C(=O)S/C(=C\c2cccc(Cl)c2)C1=O)C1CCS(=O)(=O)C1 (centres undefined) | -10% | -10% | 1.5% | -9% | -8%
CCOC(=O)CCNC(=O)N1CCC(CCC(=O)NCc2ccc(F)cc2)CC1 | 8% | -4% | 0.2% | 3% | -22%
CCOC(=O)C1=C(C)NC(=O)NC1c1cccc(O)c1 (centres undefined) | 15% | -5% | 1.0% | 0% | 0%
O=C(NCC1CCCN(Cc2cccc(C(F)(F)F)c2)C1)c1ccc(F)cc1 (centres undefined) | 9% | 5% | i | -20% | -8%
CN1C(=S)SC(N2OC3C(=O)N(c4ccccc4)C(=O)C3C2c2ccccc2)C1(C)C (centres undefined) | 1% | -9% | x | 7% | x
O=C(Cn1cccn1)N1CCCC(N2CCN(c3cccc(C(F)(F)F)c3)CC2)C1 (centres undefined) | x | x | 5.1% | x | -8%
O=C(COC(=O)c1cnccn1)NCc1ccc(Cl)cc1 | 13% | -3% | 0.8% | 0% | -10%
COC(=O)c1ccc(NC(=O)C(=O)c2c[nH]c3ccccc23)cc1 | 3% | 2% | 0.8% | -1% | 7%
COc1ccc(-c2noc(CNC(=O)C(C)Oc3ccccc3)n2)cc1 (centres undefined) | 11% | 1% | 1.3% | -8% | 6%
COc1ccc(/C=C2\SC(=O)N=C2N)cc1 | 33% | 1% | i | -4% | 4%
O=C(Nc1ccc(F)cc1)c1ccc(Br)c(S(=O)(=O)N2CCOCC2)c1 | 12% | -4% | 0.6% | 6% | 1%
CCOC(=O)c1ccc(NC(=O)CCNS(=O)(=O)c2cc(Br)cnc2N)cc1 | -2% | u | 1.9% | 6% | 1%
Cc1ccccc1CNC(=O)CCC(=O)N1CCOc2ccc(Cl)cc21 | -18% | -16% | 0.3% | 0% | 36% | VEEV TC-83 Vero 10K pilot screen=0.9
O=C1COc2ccc(C(=O)COC(=O)c3c(F)cccc3Cl)cc2N1 | 8% | 3% | 2.0% | x | -8%
CCOC(=O)N1CCN(C(=O)c2cccc(OC)c2O)CC1 | 5% | 1% | 1.8% | 3% | 5%
COc1ccc(Nc2ccccc2C(=O)O)cc1 | 4% | -2% | 1.4% | 1% | x
Cc1ccc(C)c(S(=O)(=O)NCCN2CCOCC2)c1 | 1% | 3% | 1.2% | 5% | -24%
CC(C)COP(=O)(CNC(=O)CN1C(=O)c2ccccc2S1(=O)=O)OCC(C)C | -10% | -27% | 1.5% | -6% | -10%
CCOc1ccc(C(=O)NCC(=O)Nc2ccncc2)cc1OCC | 1% | -3% | 5.4% | x | -5%
CCCOC1CCCN(Cc2cn(C)nc2-c2ccccc2F)C1 (centres undefined) | 10% | 3% | 1.4% | -2% | -4%
CCN(CC)C(=O)Cn1c(=O)c2ccccc2n2c(=S)sc(-c3cccc(C)c3)c12 | -18% | 6% | i | -49% | 2%
O=C(COC(=O)c1ccc(CN2CCCC2=O)cc1)Nc1ccc(F)cc1 | -3% | 6% | i | x | 1%
COc1ccc(C(=O)N/N=C(/C)c2cccc(NC(=O)C(F)(F)F)c2)cc1 | -13% | -9% | 0.5% | -2% | -8%
COc1ccc(C(C)=O)cc1CSCC(=O)O | 4% | -3% | 1.3% | -12% | -6%
COc1cc(NC(=O)/C=C/c2ccccc2[N+](=O)[O-])cc(OC)c1 | 2% | 0% | 1.1% | 6% | 0%
CCN(CC)Cc1cc2[nH]c3c4ccc(Cl)cc4ncc3c2cc1OC | x | x | 0.3% | x | -7%
CCOc1ccc(C(=O)Nc2sc3c(c2C(=O)OC)CC(C)(C)NC3(C)C)cc1 | x | 0% | 10% | 16% | 6%
O=C(NC1CCN(C(=S)NCc2ccco2)CC1)NC12CC3CC(CC(C3)C1)C2 | 36% | 6% | 1.6% | -5% | 8%
NC(=O)c1c(NC(=O)c2ccccc2)sc2c1CCc1ccccc1-2 | -2% | -5% | 2.9% | 8% | 1%
CN(C)CCCN(C(=O)c1ccc2c(c1)CCCC2)c1nc2cc3c(cc2s1)OCO3 | 68% | 7% | 3.3% | -7% | 8%
Cc1cccc(S(=O)(=O)Nc2ccc(-c3ccc4nncn4n3)cc2)c1 | -7% | 11% | 2.9% | 7% | -6%
Cc1ncc([N+](=O)[O-])n1CC(=O)Nc1ccc(Cl)cc1 | 3% | 1% | 0.1% | 9% | 4%
CCOC(=O)COc1cccc2c(=O)n(CC(=O)N3CCc4ccccc43)ccc12 | 3% | 0% | 9.8% | -5% | 24%
COc1ccc(C2/C=C\CN(C(=O)C3CCCCC3)CC(=O)N2Cc2ccc(F)cc2)cc1 (centres undefined) | 0% | 4% | 0.7% | 5% | 10%
CO/N=C/NC(=O)NOCc1c(Cl)cccc1Cl | -7% | -5% | 1.2% | -18% | 2%
CCC1(CC)C(=O)N(c2ccccc2)C(=N)N(c2ccccc2)C1=O | x | x | 1.6% | x | 1%
CCc1ccccc1N(C(=O)CCC(=O)Nc1cc(C)on1)C(C(=O)NC1CCCC1)c1ccco1 (centres undefined) | x | -10% | 13% | -10% | 10%
COc1cccc(NC(=O)c2ccc(CN3CCOCC3)cc2)c1 | -5% | 1% | 0.8% | 5% | -1%
CC[C@]1(C(=O)OC)[C@H]2C(=O)N(C)C(=O)[C@H]2[C@H]2CN=C(SCc3ccc(C(=O)OC)cc3)N21 | x | x | i | x | -11%
CC(CNCCCn1cnc2c(OCc3ccccc3)ncnc21)c1ccccc1 (centres undefined) | x | x | 0.2% | x | 1%
Cn1c(=O)c2c(nc(SCC(=O)NC34CC5CC(CC(C5)C3)C4)n2C)n(C)c1=O | 13% | -5% | 2.4% | -4% | 0%
COCc1c(C(=O)OC/C(O)=C(\C#N)c2nc3ccccc3[nH]2)oc2ccccc12 | 6% | 27% | 1.9% | -6% | x
CCCCSc1nc(C(=O)O)cc(=O)[nH]1 | 5% | 5% | i | 6% | -6%
CCN(CC)S(=O)(=O)c1cc(C(=O)Nc2cccnc2Cl)ccc1Cl | -5% | -1% | 1.8% | 4% | 2%
CC1(C)Cc2c(sc3nc(C4CC4)n(N)c(=O)c23)CO1 | 9% | 7% | 1.1% | -15% | 1%
CCN1CCN(S(=O)(=O)c2ccc(S(=O)(=O)N(CC)Cc3ccccc3)cc2)CC1 | 15% | -4% | 0.2% | -6% | -21%
CC(C)NC(=O)c1ccc(COc2cc(Cl)ccc2Cl)o1 | 36% | 3% | i | 2% | -10%
Cc1cc(C(=O)N2CCCC(N3CCN(c4ccccc4C)CC3)C2)nc(C)n1 (centres undefined) | -3% | -22% | 1.0% | 4% | -5%
N=c1c(S(=O)(=O)c2ccc(Cl)cc2)cc2c(=O)n3ccccc3nc2n1Cc1cccnc1 | -2% | -2% | 9.4% | -3% | -11%
COC(=O)Nc1ccc2c(c1)N(C(=O)CCCl)c1ccccc1S2 | 34% | 2% | 1.8% | -10% | -16%
S=c1[nH]nc(C2CC2)n1Cc1ccccc1 | 12% | -5% | 1.6% | -6% | 7%
CCCCN(CC)CCCNC(=S)Nc1ccc2nc3n(c(=O)c2c1)CCCCC3 | -14% | -1% | 0.4% | -2% | 4%
COc1ccc(NC(=O)CSc2nc(C)cs2)c([N+](=O)[O-])c1 | -7% | -2% | 0.8% | x | -5%
Cc1nc(COC(=O)c2c(C)nn(-c3ccccc3)c2C)cs1 | 33% | -11% | 1.2% | 9% | -5%
CC1=NN(c2ccc(N)cc2)C(=O)C1 | 8% | -5% | 0.4% | 5% | -58%
CCOC(=O)C1=C(C)Nc2ccccc2N=C1NC(=O)Cc1ccc(Br)cc1 | -24% | 3% | i | 4% | 0%
Cc1nnc(NC(=O)CSc2nnc(Cc3ccccc3)n2-c2ccccc2)s1 | 23% | 1% | 3.8% | 2% | 7% | VEEV TC-83 Vero 10K pilot screen=0.9
Cc1cccc[n+]1CC(=O)/C=C1\N(C)c2ccccc2C1(C)C | -2% | 0% | i | -3% | -1%
Cc1cccc(NC(=O)c2cc(NC(=O)c3ccco3)ccc2Cl)n1 | 16% | 0% | 10% | -1% | 0%

Carrying on.
SMILES | tuberculosis growth | H37Rv inhibition | VEEV TC-83 Vero | PhoP GFP inhibition | H1N1 NS1A inhibition | others
CCCCN(CC)CCNC(=O)c1cn(C)c(=O)c2c1c1ccccc1n2C | -10% | -1% | 0.3% | -4% | 21%
N#CCC(=O)Nc1ccc(C(=O)OCC(=O)Nc2sc3c(c2C#N)CCCC3)cc1 | x | x | 2.2% | x | 1%
CCc1ccc(-c2nc(CS(=O)CC(=O)O)c(C)o2)cc1 (centres undefined) | 3% | 1% | 1.1% | -11% | -13%
COc1ccc(CCC(=O)Nc2c(C)n(C)n(-c3ccccc3)c2=O)cc1 | -6% | -3% | 0.9% | 4% | 8%
COc1ccc(OC)c(NC(=O)C2C3C=CC(C3)C2C(=O)NCc2cccnc2)c1 (centres undefined) | 2% | -7% | 2.1% | 1% | x
COc1ccc(C(=O)C2CCCN(C(=O)Cn3nc(C)cc3C)C2)cc1F (centres undefined) | -17% | -5% | i | -2% | -5%
CC(C)c1ccccc1-n1c(SCC(=O)N2CCc3ccccc3C2)nc2ccccc2c1=O | 45% | -7% | 6.7% | -7% | -8%
CC(C)COC(=S)Nc1ccccc1 | 41% | 4% | 1.9% | -5% | -17%
Cc1ccc(C(=O)COC(=O)CN2C(=O)C3C4C=CC(C4)C3C2=O)cc1C (centres undefined) | -13% | -17% | 1.0% | -12% | 0%

Compounds listed so far with a nitro group on carbon:
SMILES | tuberculosis growth | H37Rv inhibition | VEEV TC-83 Vero | PhoP GFP inhibition | H1N1 NS1A inhibition | others
COc1cc(NC(=O)/C=C/c2ccccc2[N+](=O)[O-])cc(OC)c1 | 2% | 0% | 1.1% | 6% | 0%
Cc1ncc([N+](=O)[O-])n1CC(=O)Nc1ccc(Cl)cc1 | 3% | 1% | 0.1% | 9% | 4%
COc1ccc(NC(=O)CSc2nc(C)cs2)c([N+](=O)[O-])c1 | -7% | -2% | 0.8% | x | -5%

Rows are unselected; overall some 1.5% were active at least once.
